Screening data as filed in PubChem.
DYRK1A inh = blocks rat Dyrk1A kinase activity | 0.43% of 310,000 active | ADP-Glo luminescence, NFATc1 peptide | inhibition, % at 12.5 µM | Q63470 | AID 504441; in the data active = inhibition above about 50%;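 also: plate controls were vehicle with enzyme for no effect and no enzyme for full effect; many of its hits are not listed in these tables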
KCNK3 inh = human KCNK3 channel inhibition, primary screen; O14649; CHO-KCNK3 thallium flux, FluxOR fluorescence; stronger effect = lower value; B-score at 10 µM; 0.84% of 340,000 active;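 active = B-score under library mean minus 4 SD, starting fluorescence ratio at most library mean plus 5 SD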;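 also: more negative B-score means stronger inhibition of thallium flux through KCNK3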
Target sequence (O14649 whole entry, looked up): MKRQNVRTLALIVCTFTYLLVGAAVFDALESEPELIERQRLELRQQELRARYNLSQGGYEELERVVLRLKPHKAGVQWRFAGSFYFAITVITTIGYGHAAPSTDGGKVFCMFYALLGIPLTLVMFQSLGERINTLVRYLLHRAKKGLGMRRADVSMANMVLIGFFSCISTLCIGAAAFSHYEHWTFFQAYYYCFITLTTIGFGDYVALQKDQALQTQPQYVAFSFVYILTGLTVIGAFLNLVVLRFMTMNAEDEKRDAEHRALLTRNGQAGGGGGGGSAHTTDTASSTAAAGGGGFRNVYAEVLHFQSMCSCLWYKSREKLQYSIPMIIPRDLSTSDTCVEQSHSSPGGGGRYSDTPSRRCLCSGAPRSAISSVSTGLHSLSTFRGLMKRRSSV
KCNQ1 pot = potentiators or activators of human KCNQ1 potassium channel | P51787 | CHO-K1 KCNQ1, thallium flux FluxOR fluorescence; stronger effect = higher value | B-score at 10 µM | 0.35% of 310,000 active | AID 2648;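 active = fluorescence ratio B-score, a plate-corrected score, at least three library SD, with initial intensity B-score within 5 SD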
Target sequence (P51787 whole entry, looked up): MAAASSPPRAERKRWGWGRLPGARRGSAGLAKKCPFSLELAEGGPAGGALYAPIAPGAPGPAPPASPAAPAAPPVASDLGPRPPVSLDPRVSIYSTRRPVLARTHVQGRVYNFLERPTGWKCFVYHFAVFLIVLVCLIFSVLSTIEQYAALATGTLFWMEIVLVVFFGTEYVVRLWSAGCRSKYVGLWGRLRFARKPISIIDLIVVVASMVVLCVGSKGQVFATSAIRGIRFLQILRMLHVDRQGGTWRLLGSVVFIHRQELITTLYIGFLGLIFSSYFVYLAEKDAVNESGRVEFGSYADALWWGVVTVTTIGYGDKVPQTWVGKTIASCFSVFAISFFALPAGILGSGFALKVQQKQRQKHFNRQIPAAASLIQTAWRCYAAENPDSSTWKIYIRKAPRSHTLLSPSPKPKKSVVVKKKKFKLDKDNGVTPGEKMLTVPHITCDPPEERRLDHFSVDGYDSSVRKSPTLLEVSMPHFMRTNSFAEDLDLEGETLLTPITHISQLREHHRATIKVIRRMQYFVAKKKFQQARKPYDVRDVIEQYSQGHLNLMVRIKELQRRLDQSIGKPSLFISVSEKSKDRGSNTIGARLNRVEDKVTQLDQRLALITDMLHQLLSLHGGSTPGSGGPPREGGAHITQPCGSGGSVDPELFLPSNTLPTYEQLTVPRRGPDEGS
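Doses: Single concentration per compound, DMSO matched to controls | Test system: KCNQ1-transfected CHO-K1 cells | Timing: 90 min dye loading and 20 min compound exposure, both at room temperature | Measured by: Kinetic FluxOR thallium fluorescence, 10-s 1-Hz baseline, 110-s post-stimulus read | Medium: Assay buffer with matched DMSO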
TRPC4 potent = allosteric potentiators of mouse TRPC4 channel. 0.42% of 310,000 active. Q9QUQ5. B-score at 10 µM. HEK293 TRPC4beta/mu-opioid, DAMGO EC20, Fluo-4 Ca2+ flux; stronger effect = higher value;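 active = B-score of calcium response area above 5 SD of library B-scores, with initial fluorescence ratio within 5 SD of library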;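 also: B-score of integrated fluorescence ratio over time as area under calcium response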
KCNQ1 block = human KCNQ1 channel inhibition. 1.3% of 310,000 active. B-score at 10 µM. CHO-K1 KCNQ1, FluxOR thallium flux fluorescence; stronger effect = higher value. P51787;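 active = compounds whose thallium flux B-score, printed positive for inhibition, exceeds three library SD while starting fluorescence stays within three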;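 also: channel opened by potassium depolarization with thallium stimulus after 20 min compound exposure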
TMEM16A inh = blocks the mouse calcium-activated chloride channel TMEM16A; 1.2% of 310,000 active; normalized B-score (activity score, 25-100; higher = stronger inhibition) at 10 µM; Q8BHY3; HEK293 TMEM16A/YFP iodide influx fluorescence, ionomycin;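 active = ratio plate-corrected score three or more library SD toward inhibition, starting fluorescence score within five deviations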;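 also: score derived from kinetic fluorescence span divided by baseline fluorescence per well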
TMEM16A act = activates or potentiates the mouse TMEM16A chloride channel | AID 623877 | HEK293 TMEM16A/YFP-H148Q/I152L, iodide quench fluorescence; stronger effect = lower value | 0.3% of 340,000 active | Q8BHY3 | B-score at 10 µM;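 active = fluorescence-ratio B-score plate-corrected deviation score at least 3 library SD below zero, with starting fluorescence score within 5 deviations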;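 also: channel opened by trigger with iodide after compound preincubation; score built on the fluorescence ratio of max minus min over baseline; more negative score means more quench and so TMEM16A activation or potentiation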
HDAC3 inh = blocks human histone deacetylase 3; 0.15% of 320,000 active; inhibition, % at 8.3 µM; recombinant HDAC3, fluorogenic peptide/trypsin coupled, fluorescence; AID 2718; O15379; in the data active = inhibition above about 26%, passing the limit was not always enough
hERG protect = shields human hERG channel from block by proarrhythmic agents; activation (rescue from dofetilide block), less the hit threshold, % at 10 µM; 0.51% of 310,000 active; CHO-hERG, FluxOR thallium flux, dofetilide IC70 present; Q12809;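 active = activation above the mean of controls blocked by dofetilide plus 5 SD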;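 also: thallium influx through hERG after potassium depolarization seen as dye fluorescence rise; in these data hits start at about 4.7%; inactives centre near -7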
TRPC4 act = opens the mouse TRPC4 cation channel; AID 2237; Q9QUQ5; HEK293 TRPC4beta/mu-opioid, Fluo4 calcium fluorescence; stronger effect = higher value; B-score at 10 µM; 0.49% of 310,000 active;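 active = B-score above 5 SD of library B-scores, and initial fluorescence ratio not above library mean plus 5 SD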;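 also: positive B-score marks a calcium rise read as TRPC4 activation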
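Technique: kinetic Fluo4 calcium fluorescence; Test system: TRPC4beta and mu-opioid receptor HEK293 stable cells; Measure: B-scored integrated calcium fluorescence ratio; Benchmarks: low control buffer alone, high control maximal DAMGO; Schedule: 45 min room-temperature Fluo4 loading, 110 s read.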
KCNK9 inh = blocks the human KCNK9 two-pore domain potassium channel | Q9NPC2 | HEK293 KCNK9, FluxOR thallium flux fluorescence; stronger effect = lower value | B-score at 10 µM | 1.2% of 310,000 active | AID 488922;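 active = ratio B-score over 3 SD below the library mean, with starting fluorescence within 5 SD of its mean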;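 also: negative B-score means less thallium flux so channel inhibition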
* hit, by the source's call; i = inactive; . = not tested or not shown. This is a subset (hit frequency here may not be typical).

SMILES | DYRK1A inh | KCNK3 inh | KCNQ1 pot | TRPC4 potent | KCNQ1 block | TMEM16A inh | TMEM16A act | HDAC3 inh | hERG protect | TRPC4 act | KCNK9 inh
Cc1ccc2c(c1)c1ncnc(N3CCN(c4ccccc4)CC3)c1n2C | -6 | i | . | . | . | i | i | -12 | . | . | .
COc1ccc(CC(=O)OCN2C(=O)c3ccccc3C2=O)cc1OC | -3 | i | i | i | i | i | i | -6 | -9 | i | i
CC(C)C(c1nnnn1C1CCCCC1)N1CCOCC1 (stereo not given) | -3 | i | i | i | i | i | i | 1 | -4 | i | i
O=C(NC1CCCCC1)C(c1cccnc1)N(C(=O)c1csnn1)c1ccccc1 (stereo not given) | -1 | i | i | i | i | i | i | 0 | -3 | i | i
Cc1ccc(NC(=O)COC(=O)c2ccc3c(c2)NC(=O)C2CCCN32)cc1 (stereo not given) | -2 | i | i | i | i | i | i | 0 | -7 | i | i
Cc1cc(SCC(=O)OCC(=O)N2CCCC2=O)c(C)cc1Br | -1 | i | i | i | i | i | i | 6 | -7 | i | i
CCOC(=O)C1CCN(Cc2coc3ccc(Cl)cc3c2=O)CC1 | -5 | i | i | i | i | i | i | -1 | -7 | i | i
Cc1ccc(NC2c3ncccc3C(=O)N2Cc2cccs2)cc1 (stereo not given) | -1 | i | i | i | i | i | i | 2 | -11 | i | i
CCc1c(C)nc(N)n2c(SCC(=O)N3CCCc4ccccc43)nnc12 | -2 | i | i | i | i | i | i | 1 | -8 | i | i
CCN(c1ccc(OC)cc1)S(=O)(=O)N1CCCC(C(=O)NCc2cccc(C)c2)C1 (stereo not given) | -5 | i | i | i | i | i | i | 1 | -12 | i | i
C(=C(c1ccccc1)c1ccccc1)c1ccccn1 | 11 | i | i | i | i | i | i | 13 | -10 | i | i
CCN1CCN(CC(=O)N2N=C(c3cccs3)CC2c2ccc(C)cc2)C(=O)C1=O (stereo not given) | . | i | i | i | i | i | i | -9 | -9 | i | i
O=C(NCc1ccncc1)C12CC3CC(CC(Cl)(C3)C1)C2 | -1 | i | i | i | i | i | i | 7 | -6 | i | i
Cc1nn(-c2ccccc2)c(/N=C/c2ccccc2O)c1-c1ccccc1 | -3 | i | i | i | 6* | i | i | 4 | -12 | i | i
C/C(=N/NC(=O)CNC(=O)c1ccco1)c1ccc(Cl)cc1 | -1 | i | i | i | i | i | i | 2 | -8 | i | i
COc1ccc(C2=CC(=O)OC3(CCCC3)O2)cc1 | 26 | i | i | i | i | i | i | 2 | -12 | i | i
O=C(c1cc(F)ccc1F)C1CCCN(C(=O)CCN2CCCCO2)C1 (stereo not given) | -5 | i | i | i | i | i | i | -2 | -11 | i | i
O=C(CSc1nc(-c2ccccc2)ns1)N1CCOCC1 | . | i | i | i | i | i | i | -6 | -11 | i | i
C=CCSc1nnc(NC(=O)c2c(CC)noc2C)s1 | 11 | i | i | i | i | i | i | 2 | -12 | i | i
N#Cc1cnn2ccn(C3OC(CO)C(O)C3O)c12 (stereo not given) | 3 | i | i | i | i | i | i | 1 | -4 | i | i
Cc1nn(S(=O)(=O)c2ccc(Cl)cc2)c(C)c1Sc1ccc([N+](=O)[O-])cc1 | -13 | i | i | i | i | i | i | -11 | -23 | i | i
CCN(CC)c1ccc2cc(C(N)=O)c(=O)oc2c1 | 13 | i | i | i | i | i | i | 4 | -6 | i | i
CCOc1cc(NC(=S)NC)c(OCC)cc1NC(=O)c1cccs1 | -6 | i | i | i | i | i | i | -4 | -7 | i | i
CC(C)C(c1nnnn1Cc1ccccc1)N1CCN(Cc2ccc3c(c2)OCO3)CC1 (stereo not given) | -12 | i | i | i | i | i | i | 9 | -9 | i | i
Cc1cc(N2CCCC2=O)cc(C)c1S(=O)(=O)Nc1c(C)nn(C)c1C | -6 | i | i | i | i | i | i | -6 | -6 | i | i

Next entries
SMILES | DYRK1A inh | KCNK3 inh | KCNQ1 pot | TRPC4 potent | KCNQ1 block | TMEM16A inh | TMEM16A act | HDAC3 inh | hERG protect | TRPC4 act | KCNK9 inh
COc1ccc2c(c1)CCC/C2=N\NC(=O)c1ccoc1C | -12 | i | i | i | i | i | i | 2 | -4 | i | i
COc1ccc(/C=C/C2=CC(C)(C)NC(=S)N2)c(OC)c1 | 1 | i | i | i | i | i | i | 0 | -5 | i | i
COc1cccc(C(=O)N(C)c2nnc(-c3ccncc3)s2)c1 | -5 | i | i | i | i | i | i | -3 | -2 | i | i
COCCCNC(=O)CN1C(=O)COc2ccc(S(=O)(=O)N3CCOCC3)cc21 | 1 | i | i | i | i | i | i | . | -9 | i | i
CCN(CC)CCCNC(=O)c1cc2c(=O)n(C)c3ccccc3c2n1C | 57* | i | i | i | i | i | i | -6 | -4 | i | i
Cc1c(NC(=S)NC(=O)CC(C)C)c(=O)n(-c2ccccc2)n1C | 0 | i | i | i | i | i | i | -11 | -21 | i | i
CCOC(=O)N1CCN(C(=O)c2oc3ccc(S(=O)(=O)N4CCCCCC4)cc3c2C)CC1 | -6 | i | i | i | i | i | i | -7 | -11 | i | i
Cc1ccccc1-n1c(CSC(=N)N)nc2ccccc2c1=O | 5 | i | i | i | i | i | i | 7 | -12 | i | i
CCc1ccc(Oc2cc(Cl)nc(N)n2)cc1 | -3 | i | i | i | i | i | i | 0 | -5 | i | i
COC(=O)c1sccc1NC(=O)CC1C(=O)NCCN1C(=O)c1ccc(C)c(C)c1 (stereo not given) | 8 | i | i | i | i | i | i | 7 | -5 | i | i
Cc1ccc(C)c(CN2C(=O)c3ccccc3S(=O)c3ccc(C(=O)NCCCN4CCCC4)cc32)c1 (stereo not given) | -4 | i | i | i | i | i | i | -2 | -14 | i | i
C/C(=N/NC(=O)CNC(=O)c1ccccn1)c1ccc([N+](=O)[O-])cc1 | -2 | i | i | i | i | i | i | -10 | -4 | i | i
COc1ccc(-n2nc(C(=O)NCC(=O)NC3CCCCCC3)c3ccccc3c2=O)cc1OC | 8 | i | i | i | i | i | i | -3 | -15 | i | i
Cn1nc(-c2ccc(Cl)cc2)nc2c(=O)n(C)c(=O)nc1-2 | . | . | 9* | i | i | i | . | 2 | -7 | i | i
CSCCC(C(=O)NCc1cccs1)N1C(=O)c2ccccc2C1=O (stereo not given) | -8 | i | i | i | i | i | i | 7 | -8 | i | i
O=C(Nc1ccc(S(=O)(=O)N2CCOCC2)cc1)c1cc(-c2ccccc2O)n[nH]1 | -12 | i | i | i | i | i | i | 5 | -5 | i | i
COc1ccc(C2(C(=O)Nc3ccc(S(N)(=O)=O)cc3)CCCC2)cc1 | 1 | i | i | i | i | i | -5.1* | 0 | -10 | i | i
Cc1ccc2c(c1)N(C(=O)CCC(=O)NCCCN1CCN(C)CC1)CC(C)O2 (stereo not given) | 2 | i | i | i | i | i | i | -2 | -5 | i | i
CCCc1c(C(=O)N/N=C/c2ccccc2C(F)(F)F)nnn1-c1nonc1N | -3 | i | i | i | i | i | i | 3 | -6 | i | i
Cc1nn(-c2nc3ccccc3[nH]2)c(N)c1-c1ccccc1 | -2 | i | i | i | i | i | i | 7 | -7 | i | i
O=c1c2ccccc2nc(CSc2nnnn2-c2ccccc2)n1-c1cccc(C(F)(F)F)c1 | -5 | i | i | i | i | i | i | -2 | 3 | i | i
Cc1c(C)c2ccc(OCC(=O)c3ccccc3)cc2oc1=O | . | i | i | i | i | i | i | -15 | 0 | i | i
COc1ccccc1NS(=O)(=O)c1cc(NC(=O)C2CCCC2)ccc1N1CCOCC1 | -1 | i | i | i | i | i | i | 10 | -23 | i | i
Nc1nonc1-c1nc2ccccc2n1Cc1ccc(Cl)cc1 | 1 | i | i | i | i | i | i | 1 | -13 | i | i
COc1ccccc1N1C(=NC(=O)CCC2CCCC2)SC2CS(=O)(=O)CC21 (stereo not given) | -1 | i | i | i | i | i | i | -3 | -5 | i | i

Four compounds out of the list above, ordered by the value under DYRK1A inh, high to low.
SMILES,DYRK1A inh,KCNK3 inh,KCNQ1 pot,TRPC4 potent,KCNQ1 block,TMEM16A act,HDAC3 inh,TRPC4 act,KCNK9 inh
Cc1ccc2c(c1)N(C(=O)CCC(=O)NCCCN1CCN(C)CC1)CC(C)O2 (stereo not given),2,i,i,i,i,i,-2,i,i
COc1ccccc1NS(=O)(=O)c1cc(NC(=O)C2CCCC2)ccc1N1CCOCC1,-1,i,i,i,i,i,10,i,i
C/C(=N/NC(=O)CNC(=O)c1ccccn1)c1ccc([N+](=O)[O-])cc1,-2,i,i,i,i,i,-10,i,i
CCCc1c(C(=O)N/N=C/c2ccccc2C(F)(F)F)nnn1-c1nonc1N,-3,i,i,i,i,i,3,i,i

The listing continues.
SMILES | DYRK1A inh | KCNK3 inh | KCNQ1 pot | TRPC4 potent | KCNQ1 block | TMEM16A inh | TMEM16A act | HDAC3 inh | hERG protect | TRPC4 act | KCNK9 inh
CCCCn1c(N)c(N(CCOC)C(=O)c2ccc(N3C(=O)CCC3=O)cc2)c(=O)[nH]c1=O | 5 | i | i | i | i | i | i | 7 | -10 | i | i
COC(=O)c1ccccc1NC(=O)N1c2ccccc2CC1C (stereo not given) | -2 | i | i | i | i | i | i | -1 | -14 | i | i
Cc1cccc2sc(NC(=O)c3cc(S(=O)(=O)N(C)C)ccc3N3CCCC3)nc12 | 0 | i | i | i | i | i | i | 3 | -13 | i | i
O=C(CN1CCCC1)Nc1ccc([N+](=O)[O-])cc1Cl | -2 | i | i | i | i | i | i | 4 | -3 | i | i
CC(=O)Nc1ccc(NC(=O)C(C)OC(=O)C2CCN(S(=O)(=O)c3ccc4c(c3)OCCO4)CC2)cc1 (stereo not given) | . | i | i | i | i | i | i | 2 | -15 | i | i
CCOC(=O)c1ccc(N2C(=O)c3n[nH]c(C)c3C2c2ccccc2)cc1 (stereo not given) | -16 | i | i | i | i | i | i | 10 | -3 | i | i
CC1C(C#N)=C(N)OC2=C1C(=O)CC(C)(C)C2 (stereo not given) | 0 | i | i | i | i | i | i | -2 | -14 | i | i
CN(C)C(=O)CN1C(=O)C2CCCCN2C(=O)c2ccccc21 (stereo not given) | 10 | i | i | i | i | i | i | -1 | -5 | i | i
Cc1ccc(C(=O)NCCSCc2ccccc2)cc1[N+](=O)[O-] | -3 | i | i | i | i | i | i | 4 | -3 | i | i
Cc1csc(CN(C)C(=O)CC2C(=O)NCCN2Cc2ccc(-c3ccccc3)cc2)n1 (stereo not given) | 0 | i | i | i | i | i | i | 9 | -14 | i | i
O=C(CCCC(=O)N(CC(=O)NC1CCCCC1)c1ccc(F)cc1)Nc1ccccn1 | -7 | i | i | i | i | i | i | -7 | -6 | i | i
CCOC(=O)c1c(C)[nH]c(C)c1C(=O)CN1C(=O)NC2(CCC(C)CC2)C1=O (stereo not given) | 6 | i | i | i | i | i | i | -6 | 2 | i | i
